SENP8 block-1 = SENP8 protease inhibition; Q96LD8; 330,000 compounds, 1.2% hits; purified SENP8, Z-RLRGG-aminoluciferin cleavage, luminescence; inhibition, % at 10 µM; AID 2540; in the data active = inhibition above about 50%
Target sequence (Q96LD8 whole entry, looked up): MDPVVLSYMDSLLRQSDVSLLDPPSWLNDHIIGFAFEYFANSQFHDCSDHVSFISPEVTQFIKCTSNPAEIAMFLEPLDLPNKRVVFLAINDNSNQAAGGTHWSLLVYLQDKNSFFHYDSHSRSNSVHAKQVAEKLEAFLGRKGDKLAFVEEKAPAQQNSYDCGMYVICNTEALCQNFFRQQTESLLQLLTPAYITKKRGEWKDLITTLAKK
SENP1 inh = blocks the human SENP1 SUMO protease catalytic domain; Q9P0U3; recombinant SENP1 catalytic domain, CyPet-SUMO1-YPet FRET cleavage; inhibition, % at 10 µM; 360,000 compounds, 0.21% hits;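 active = inhibition at least 30% at 10 µM, raw YFP signal under a set limit, fluorescence ratio 0.5 to 1.5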;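 also: 0% = enzyme with DMSO and 100% = no enzyme wells; some results filed as inactive read as strong as hits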
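Test system: recombinant human SENP1 catalytic domain, His6-tagged / Medium: pH 8 Tris buffer with EDTA, NaCl, BME, BSA, NP40, catalase / Also added: SUMO1 FRET substrate flanked by Cypet and Ypet, 25 nM / Times: 50 min reaction at room temperature / Signal: FRET, CFP and YFP emission / Control set: no-enzyme low control and enzyme-plus-DMSO high control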
SENP8 block-2 = inhibitors of human SENP8 protease. AID 602440. Q96LD8. recombinant SENP8, Nedd8 substrate fluorescence. inhibition, % at 20 µM. 360,000 compounds, 0.64% hits; in the data active = inhibition mostly above about 40%, no sharp cut-off; inactive = mostly below about 27%
SENP7 block = blocks the human protease SENP7. recombinant SENP7, Z-RLRGG-aminoluciferin luminescence, 40 min. inhibition, % at 5 µM. 330,000 compounds, 1.5% hits. AID 434973;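 active = inhibition above about 50% at the single test dose, limit read from the data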;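 also: plate controls were DMSO with enzyme for no effect and no enzyme buffer wells for full effect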
Target sequence (Q9BQF6 706-1050 limits assumed): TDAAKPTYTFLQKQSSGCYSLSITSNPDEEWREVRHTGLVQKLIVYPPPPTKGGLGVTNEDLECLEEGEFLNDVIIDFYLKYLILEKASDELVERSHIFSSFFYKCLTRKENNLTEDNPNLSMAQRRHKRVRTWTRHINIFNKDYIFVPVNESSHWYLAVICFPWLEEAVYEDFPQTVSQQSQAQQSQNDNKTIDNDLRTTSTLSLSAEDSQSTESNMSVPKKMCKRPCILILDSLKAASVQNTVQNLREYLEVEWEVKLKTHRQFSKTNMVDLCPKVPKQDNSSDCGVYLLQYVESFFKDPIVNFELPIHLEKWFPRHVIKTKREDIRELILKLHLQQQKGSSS
APOBEC3G inh = APOBEC3G (human) deaminase inhibition; recombinant A3G, ssDNA deamination FAM/TAMRA fluorescence; inhibition, % at 20 µM; 330,000 compounds, 0.28% hits; AID 493012;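 active = inhibition of at least 40% at 20 µM, with no more than 30% in the related APOBEC3A deaminase screen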;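 also: plate controls were DMSO wells with A3G for no effect and wells lacking A3G enzyme for full effect; some compounds called inactive have numbers as strong as hits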
Target sequence (Q9HC16 whole entry, looked up): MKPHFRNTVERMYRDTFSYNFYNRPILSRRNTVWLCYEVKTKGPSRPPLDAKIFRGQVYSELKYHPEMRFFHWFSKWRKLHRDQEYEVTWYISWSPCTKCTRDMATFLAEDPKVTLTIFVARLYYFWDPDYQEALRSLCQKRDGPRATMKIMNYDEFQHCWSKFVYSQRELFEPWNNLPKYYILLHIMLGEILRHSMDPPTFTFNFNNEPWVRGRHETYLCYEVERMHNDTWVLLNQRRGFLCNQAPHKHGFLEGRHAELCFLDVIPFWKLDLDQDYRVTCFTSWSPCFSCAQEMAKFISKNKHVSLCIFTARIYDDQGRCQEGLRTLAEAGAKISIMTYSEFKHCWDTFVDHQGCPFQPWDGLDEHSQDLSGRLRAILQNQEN
UBC13 polyUb = inhibitors of human UBC13 polyubiquitin chain formation. P61088. AID 485273. 330,000 compounds, 0.47% hits. inhibition, % at 20 µM. TR-FRET; in the data active = inhibition above about 45%, passing the limit was not always enough; inconclusive = no clear call, values can overlap the other calls
Target sequence (P61088 whole entry, looked up): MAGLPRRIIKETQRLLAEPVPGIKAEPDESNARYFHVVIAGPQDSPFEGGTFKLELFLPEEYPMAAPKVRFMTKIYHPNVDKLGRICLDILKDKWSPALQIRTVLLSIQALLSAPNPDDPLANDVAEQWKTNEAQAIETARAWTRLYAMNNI
SENP6 inh = blocks the human protease SENP6. Q9GZR1. Recombinant SENP6 catalytic domain, aminoluciferin luminescence. inhibition, % at 10 µM. 330,000 compounds, 1.8% hits. AID 2599;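 active = inhibition above about 50% at the single tested dose, limit read from the data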;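 also: plate controls were DMSO wells with enzyme for no effect and DMSO wells lacking enzyme for full effect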
Apaf1 inhib = inhibitors of human Apaf-1 apoptosome; O14727; reconstituted apoptosome caspase-3 activity, DEVD-Rh110 fluorescence; inhibition, % at 20 µM; 330,000 compounds, 0.71% hits; AID 489030; active = inhibition of at least 40% at 20 µM;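 also: plate controls were DMSO wells for no effect and DEVD-CHO caspase inhibitor wells for full effect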
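detection = Rh110 fluorescence intensity | test system = biochemical Apaf-1 apoptosome reconstitution | also added = cytochrome c and DEVD-Rh110 substrate | schedule = 30 min plus 50 min, RT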
* = called active by the depositor; ? = inconclusive; / = not tested or not shown.

SMILES	SENP8 block-1	SENP1 inh	SENP8 block-2	SENP7 block	APOBEC3G inh	UBC13 polyUb	SENP6 inh	Apaf1 inhib
N#Cc1c(N2C(=O)c3ccc(C(=O)O)cc3C2=O)sc2c1CCCC2	-2	0	14	-3	-5	6	-10	-15
Cc1cc(C)n(-c2nc3ccccc3nc2N2CCN(S(=O)(=O)c3ccc4ccccc4c3)CC2)n1	3	-99	-280	-3	1	?	-9	17
CCc1ccc2[nH]c3nc(SCCN4CCOCC4)nnc3c2c1	-8	1	14	12	10	-31	-5	-5
O=C(CCC(=O)Nc1ccccc1)N/N=C/c1ccccc1F	2	1	6	-13	-2	-3	-3	-3
CC1(C)CC(=O)C=C(Nc2ccc(Cl)c(Br)c2)C1	2	-1	-4	5	-7	-6	-22	-3
Cn1c(SCC(=O)N/N=C/c2ccc([N+](=O)[O-])s2)nnc1-c1ccc(Cl)cc1	13	1	27	14	2	-22	-17	-12
COc1ccc(NS(=O)(=O)c2cccc(C(=O)NNC(=O)c3ccccc3OC)c2)cc1	9	1	8	9	-2	0	0	5
C/C(=N\NC(=O)c1cc2c(s1)CCC(C)C2)c1ccc[nH]1 (configuration not stated)	5	-5	-273	70*	-7	10	7	0
Cn1c(=O)cc(OCC(=O)N2CCN(c3cccc(C(F)(F)F)c3)CC2)c2ccccc21	2	1	2	2	-5	10	7	11
Cc1ccc(NS(=O)(=O)c2ccc(C)c(NC(=S)NCCN3CCOCC3)c2)c(C)c1	-2	0	11	-5	-5	-15	-11	10
CCOC(=O)N1CCN(Cc2cn[nH]c2-c2cccc3ccccc23)CC1	-2	-1	3	0	-1	6	-4	-10
COc1ccc(C(=O)Nc2cccc(-c3cnc4ccccc4n3)c2)cc1	11	1	-164	15	4	2	1	0
COc1ccc(C(=O)/C=C/c2ccc(N3CCCCC3)c([N+](=O)[O-])c2)cc1	-7	5	20	1	0	-11	-26	17
COc1ccc(CN2CCCC(CNC(=O)c3ccc(F)cc3)C2)cc1OC (configuration not stated)	1	0	10	-2	-7	3	-11	-1
Cc1c(NC(=O)OCCNC(=O)COc2c(Cl)cccc2Cl)sc(=S)n1C	4	1	11	2	-3	6	-2	-5
CCN(CC)S(=O)(=O)c1ccc(NS(=O)(=O)c2ccc3oc(=O)[nH]c3c2)cc1	-10	0	17	1	0	-13	8	3
O=C(COC(=O)c1cccc(Br)c1)NCCc1ccccc1	-5	4	3	-11	-4	-1	1	0
CCOCCCn1cnc2c(c1=O)c1nc3ccccc3nc1n2-c1ccc(C)cc1	-7	-5	-305	0	-6	4	-5	5
Cc1[nH]c(=S)n(CC2CCCO2)c1C (configuration not stated)	2	2	12	7	3	-2	-3	3
O=C(Cn1c(=O)oc2cc(S(=O)(=O)N3CCCC3)ccc21)N1CCN(c2ccccc2F)CC1	-7	2	10	0	-4	0	-1	11
CCOc1ncccc1C(=O)OCC(=O)NC1CC1	0	2	8	-8	-10	-11	9	-4
O=[N+]([O-])c1cccc(/C=N/n2cnnc2)c1O	-8	5	12	-7	-6	-54	0	-2
Nc1ccc2nc3c(=O)n(CCc4ccccc4)c(=O)[nH]c3nc2c1	0	-36	0	-1	-28	-241	-2	10
COc1cccc(OCc2cc(C(=O)N(C)Cc3nccn3C)no2)c1	5	1	18	0	-5	-2	-4	1
CC(=O)NC1CC2CCCC(C1)N2C(=O)Nc1ccccc1 (configuration not stated)	-10	2	17	-7	-6	-12	-7	2
S=C(Nc1ccc(Cl)cc1Cl)Nc1ccccc1Oc1ccccc1	-5	1	33	-6	-4	-2	-11	21
NC(=O)CC[C@@H]1NC(=O)[C@H](CO)NC(=O)c2cc([N+](=O)[O-])cc(I)c2NCCCC[C@@H](C(N)=O)NC(=O)[C@H](Cc2ccc(O)cc2)NC1=O	-17	/	/	4	-11	-2	-15	9
CSc1cccc(NC(=O)c2nnn(CC(=O)Nc3cc(C)cc(C)c3)c2N)c1	-2	2	4	-3	-4	-3	3	-7
O=C(CSc1nnc(-c2ccc(O)cc2)o1)Nc1ccc2c(c1)OCCO2	-9	0	9	-1	-2	8	-11	1
N#Cc1nc(Cc2cccc3ccccc23)oc1NCc1ccc(F)cc1	3	-1	20	2	-1	12	-14	19
O=C(Oc1cc(=O)oc2ccccc12)c1ccco1	-9	-1	7	-8	-10	-6	-17	8
CCC1CCCCN1C(=O)COc1ccc(N(C)S(=O)(=O)c2ccc(C)cc2)cc1 (configuration not stated)	-4	0	22	6	14	7	1	51*
Cn1c(N2CCN(C(=O)NC34CC5CC(CC(C5)C3)C4)CC2)nc2ccccc21	-5	-2	12	-12	-4	-11	-11	8
CCCCCOC(=O)C1=C(C)Nc2nnnn2C1c1ccccc1Cl (configuration not stated)	7	0	5	6	-3	10	18	26
Cn1nc(C(=O)Nc2ccc3c(c2)OCCO3)c2ccccc2c1=O	-4	2	5	-4	-9	7	0	-1
O=C(CNS(=O)(=O)c1ccc2c(c1)OCCCO2)N1CCN(c2ccc(F)cc2)CC1	1	2	11	-3	-8	-5	-13	14
COc1ccc(S(=O)(=O)NCCc2ccccc2)cc1	0	1	13	8	1	2	-6	9
Cc1cccc(-n2c(O)c(C=Nc3ccccc3)c3ccccc3c2=O)n1	-9	-54	13	-4	-9	-21	-26	1
Cc1ccc(C(=O)N2CCN3C(=O)c4ccccc4C23c2ccc(Cl)cc2)cc1 (configuration not stated)	-11	0	5	1	-4	2	-19	8
O=C(CN1CCN(S(=O)(=O)c2ccc(Br)cc2)CC1)N/N=C/c1ccccc1C(=O)O	3	-2	-5	4	-5	2	-1	-15
O=S(=O)(Nc1ccc(C(F)(F)F)cc1)c1cnc[nH]1	-7	2	10	5	-1	0	-10	9
CCOc1ccc(/C(O)=C2/C(=O)C(=O)N(CC3CCCO3)C2c2ccc(C)o2)cc1 (configuration not stated)	6	0	6	6	-7	-3	-3	6
CC(=O)N1CCc2cc(S(=O)(=O)CCC(=O)NCc3ccc(Cl)cc3)ccc21	-7	2	16	-5	-8	-4	-4	2
Cc1cc(C(=O)N2CCCC(CCC(=O)N3CCN(c4ccccn4)CC3)C2)c(C)o1 (configuration not stated)	-8	1	-12	-1	-7	-10	0	0
BrC(=C\c1ccccc1)/C=N/Nc1nc2ccccc2[nH]1	-7	-27	-38	-10	-3	-8	-10	10
COc1ccccc1[N+](=O)[O-]	1	2	5	-10	-9	3	8	-3
O=C(O)c1ccc(NC2=C/C(=N/S(=O)(=O)c3ccccc3)c3ccccc3C2=O)cc1	87*	2	61*	60*	-8	-149	93*	96*
CSCc1ccc(C(=O)Nc2ccc(C(N)=O)cc2)cc1	74*	0	3	86*	-7	-2	82*	-3
NC(=O)C(c1ccc(Cl)cc1Cl)c1ncc(C(F)(F)F)cc1Cl (configuration not stated)	-14	-1	15	-6	-8	-6	-2	9
NC(=O)c1ccc(NC(=O)CN2C(=O)NC(c3ccccc3)(c3ccccc3)C2=O)cc1	1	-7	10	0	-8	0	11	4

An excerpt of these results, field by field:
canonical_smiles: O=S(=O)(Nc1ccc(C(F)(F)F)cc1)c1cnc[nH]1
  SENP8 block-1: -7
  SENP1 inh: 2
  SENP8 block-2: 10
  SENP7 block: 5
  APOBEC3G inh: -1
  UBC13 polyUb: 0
  SENP6 inh: -10
  Apaf1 inhib: 9
canonical_smiles: CCOc1ccc(/C(O)=C2/C(=O)C(=O)N(CC3CCCO3)C2c2ccc(C)o2)cc1 (configuration not stated)
  SENP8 block-1: 6
  SENP1 inh: 0
  SENP8 block-2: 6
  SENP7 block: 6
  APOBEC3G inh: -7
  UBC13 polyUb: -3
  SENP6 inh: -3
  Apaf1 inhib: 6
canonical_smiles: CC(=O)N1CCc2cc(S(=O)(=O)CCC(=O)NCc3ccc(Cl)cc3)ccc21
  SENP8 block-1: -7
  SENP1 inh: 2
  SENP8 block-2: 16
  SENP7 block: -5
  APOBEC3G inh: -8
  UBC13 polyUb: -4
  SENP6 inh: -4
  Apaf1 inhib: 2
canonical_smiles: O=C(O)c1ccc(NC2=C/C(=N/S(=O)(=O)c3ccccc3)c3ccccc3C2=O)cc1
  SENP8 block-1: 87*
  SENP1 inh: 2
  SENP8 block-2: 61*
  SENP7 block: 60*
  APOBEC3G inh: -8
  UBC13 polyUb: -149
  SENP6 inh: 93*
  Apaf1 inhib: 96*

Continuation:
SMILES	SENP8 block-1	SENP1 inh	SENP8 block-2	SENP7 block	APOBEC3G inh	UBC13 polyUb	SENP6 inh	Apaf1 inhib
O=C(c1ccco1)N1CCN(C(c2ccccc2)c2nnnn2C2CCCC2)CC1 (configuration not stated)	6	1	12	2	4	2	2	-2
COc1ccc(CCN(C(=O)C(F)(F)F)C(C(=O)NC2CCCC2)c2cccs2)cc1 (configuration not stated)	1	1	16	-10	-3	-4	-13	-13
Cc1nnc(NC(=O)C(C)Sc2nnc(CNC(=O)c3ccccc3F)n2C)s1 (configuration not stated)	3	0	9	-13	8	-18	-12	-7
Cc1nc2c(nnn2Cc2ccccc2)c(=O)[nH]1	3	-24	2	2	2	-12	-3	25
O=C(c1ccc2c(=O)n(C3CCCC3)c(=S)[nH]c2c1)N1CCN(C2CCCCC2)CC1	-2	1	15	-3	-1	10	-23	38
Cc1ccc(S(=O)(=O)CCC(=O)OCC(=O)NNC(=O)c2ccc([N+](=O)[O-])cc2)cc1	-13	0	10	-9	-12	-22	1	-3
Cc1c(C(C)(C)C)sc(=NC(=O)c2ccccc2O)n1C	60*	-1	-288	72*	-5	20	63*	18
CC(=O)c1ccc(OCCCC(=O)Nc2ccc(C)c(S(=O)(=O)N3CCOCC3)c2)cc1	9	2	0	0	-2	-4	15	2
O=C(Nc1cccc(C(F)(F)F)c1)N1CCN(C(=O)Nc2cccc(C(F)(F)F)c2)CC1	7	0	1	-2	1	0	-3	3
CCc1ccc(C2NC(=S)NC3=C2C(=O)CC(C)(C)C3)cc1 (configuration not stated)	-6	-51	-65	4	-7	21	-10	11
COc1ccc(OC)c(/C=N/NC(=O)CC(=O)NCc2ccccc2)c1	-3	0	-400	-4	-6	-7	-14	5
O=C(Cc1c(F)cccc1Cl)N1CCN(S(=O)(=O)c2cccc(F)c2)CC1	-8	-3	23	-6	-8	-2	-2	7
COc1ccc(/C=N/Nc2nncn2N)cc1Br	-11	-1	33	-12	6	-40	-9	27
CCc1nnc(NC(=O)CSc2ccc(-c3ccco3)nn2)s1	-6	0	11	-7	13	-7	9	-1
O=c1[nH]c(CN2CCN(c3ccccc3)CC2)nc2ccccc12	-1	9	-16	4	0	9	3	-5
COCCC(=O)N1CCC(Oc2ccc(C(=O)NC3Cc4ccccc4C3)cc2)CC1	4	-1	2	-3	-1	1	-4	1
O=C(NCCN1CCOCC1)c1ccc2ccccc2n1	1	-4	11	4	-3	2	-7	-4
CN1C=CC(=C2C(=O)c3ccccc3C2=O)C=C1	1	/	/	15	-8	-12	45	-16
O=C(NC(NC1CCS(=O)(=O)C1)C(Cl)(Cl)Cl)c1cccc(Cl)c1 (configuration not stated)	0	2	17	5	-2	6	-6	5
COCC1CCN(C(=O)C2CCC(=O)N(Cc3cccc(F)c3)C2)CC1 (configuration not stated)	1	1	-8	-9	-4	1	-9	0
Cn1c(-c2ccccc2)c(/C=N/NC(=O)c2ccc(O)cc2)c2ccccc21	-1	1	-400	-6	-3	-1	0	4
COC(=O)c1ccc(C(=O)OC)c(NC(=S)N2CCC(C(N)=O)CC2)c1	-1	-26	-285	5	-14	3	2	-1
Cc1nc(SCC(=O)NC2CCCC2)[nH]c(=O)c1Cc1ccccc1	5	1	8	8	4	0	5	-6
COc1cc(SC)ccc1C(=O)N1CCN(c2ccccc2F)CC1	-2	1	7	5	-2	-4	-2	7
COC(=O)CCC(=O)Nc1cccc(Br)c1	-1	1	11	5	4	-3	-8	6
Cc1cc(C)c2[nH]c(C(=O)Nc3ccc4c(c3)OCO4)cc2c1	-4	-26	-40	8	-1	-8	-6	-3
CC(=O)NC1C(OCCOc2ccc(Cl)cc2Cl)OC(COC(C)=O)C(OC(C)=O)C1OC(C)=O (configuration not stated)	-8	1	3	-10	-2	-14	-15	2
COc1cc(OC)cc(C(=O)NC(=S)NCCc2ccccc2)c1	23	0	7	32	5	2	-12	14

Assay outcomes (PubChem BioAssay)
